Screening data: PubChem, several laboratories
CR mimetic SO – yeast age-related superoxide inhibition as caloric restriction mimetic; S. cerevisiae aged cells, superoxide DHE fluorescence; hits give low values; superoxide response (% of plate mean), % at 10 µM; 0.18% of 330,000 active;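 active = superoxide response under a set limit, about three screen SD below normal, cut at about 65% in these data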;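 note: yeast aged for seven days with compound at 30 °C before DHE staining; 100% = average MFI of all compound-treated wells on the plate with controls excluded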
MEX-5 binding – C. elegans MEX-5 TCR-2 RNA binding activity; AID 1832; Q9XUB2; MEX-5/FITC-TCR2 RNA binding, fluorescence polarization; hits give low values; activity score (negative = inhibition of binding), % at 10 µM; 0.38% of 300,000 active;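 active = inhibition past about -25% in most replicates, and total fluorescence under double the plate's negative control median, limit read from the data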;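 note: 0% = DMSO and -100% = 5 µM competing unlabeled TCR2 RNA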
GLD-1 TGE inh – GLD-1-TGE RNA interaction inhibition (C. elegans). purified GLD-1 + fluorescein TGE RNA, fluorescence polarization. 0.44% of 320,000 active. inhibition, % at 5.96 µM;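 active = percent inhibition above a per-plate cutoff, the plate mean of test compounds plus 3 SD, cut at about 30% in these data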;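 note: 0% = DMSO wells with GLD-1 and probe and 100% = wells lacking GLD-1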
VLA-4 inh – inhibition in a human VLA-4 binding assay. 0.2% of 330,000 active. P13612. VLA-4 expressing cells, ligand binding flow cytometry. inhibition, % (about 7 µM as worked out from the volumes in the protocol); in the data active = inhibition above about 50%
GRK2 aptamer HTS – inhibitors of human GRK2 displacing RNA aptamer; 0.59% of 330,000 active; inhibition of aptamer binding, % at 10 µM; P25098; bead flow cytometry, FAM-aptamer displacement from GRK2; AID 488847;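 active = inhibition of aptamer binding above 40%, roughly 3 SD of noise, on plates passing a quality check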;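 note: median bead fluorescence of bound FAM aptamer so fluorescent compounds give negative values; no value below 0 was filed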
Target sequence (P25098 whole entry, looked up): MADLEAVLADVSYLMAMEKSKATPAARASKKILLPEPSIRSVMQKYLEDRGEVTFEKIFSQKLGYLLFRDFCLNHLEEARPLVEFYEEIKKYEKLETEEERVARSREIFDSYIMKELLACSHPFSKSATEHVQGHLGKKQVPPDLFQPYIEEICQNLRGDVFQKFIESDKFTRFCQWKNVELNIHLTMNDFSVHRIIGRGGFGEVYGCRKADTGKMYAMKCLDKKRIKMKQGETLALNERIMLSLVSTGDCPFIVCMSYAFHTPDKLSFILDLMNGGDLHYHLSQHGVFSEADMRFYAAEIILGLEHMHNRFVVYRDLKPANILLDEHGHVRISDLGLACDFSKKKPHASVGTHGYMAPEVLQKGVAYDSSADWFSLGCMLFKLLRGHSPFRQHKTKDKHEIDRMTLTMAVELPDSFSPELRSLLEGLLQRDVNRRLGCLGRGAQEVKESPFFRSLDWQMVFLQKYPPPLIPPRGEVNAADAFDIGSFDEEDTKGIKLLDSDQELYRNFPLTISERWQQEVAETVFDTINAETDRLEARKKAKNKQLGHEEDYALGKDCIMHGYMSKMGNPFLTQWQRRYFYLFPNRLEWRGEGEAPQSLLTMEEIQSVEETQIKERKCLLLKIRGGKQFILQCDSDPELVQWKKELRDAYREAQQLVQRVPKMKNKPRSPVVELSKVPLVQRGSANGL
BCLXL inh – Bcl-xL (human) inhibition. Q07817. GST-Bcl-xL / FITC-Bim BH3 peptide fluorescence polarization. inhibition, % at 10.9 µM. 0.7% of 320,000 active. AID 2129;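 active = inhibition above the mean of all tested compounds plus 3 SD, cutoff set per campaign, cut at about 30% in these data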;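 note: 0% = DMSO wells and 100% = unlabeled Bim-BH3 peptide competitor; inhibitors lower millipolarization by displacing the labeled peptide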
AGP1-GFP MLPCN – modulators of TOR pathway AGP1-GFP in S. cerevisiae | S. cerevisiae AGP1-GFP multiplex flow cytometry, 3 h; GFP as percent of DMSO wells | GFP response vs DMSO, % at 10 µM | 0.02% of 320,000 active | AID 2066;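 active = GFP response relative to DMSO above a set limit, near screen average plus 3 SD, cut at about 150% in these data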;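 note: median GFP channel fluorescence of the gated AGP1 strain per well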
MCL1-BIM inh – inhibitors of human MCL1 binding to BIM-BH3 peptide | Q07820 | GST-MCL1 / FITC-Bim-BH3 fluorescence polarization | inhibition, % at 10.9 µM | 0.68% of 320,000 active | AID 2057;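 active = inhibition above the mean inhibition of all tested compounds plus 3 SD, set per campaign, cut at about 40% in these data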;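 note: 0% = DMSO wells and 100% = unlabeled Bim-BH3 peptide control; higher means more loss of mP so more displacement of Bim peptide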
Target sequence (Q07820 whole entry, looked up): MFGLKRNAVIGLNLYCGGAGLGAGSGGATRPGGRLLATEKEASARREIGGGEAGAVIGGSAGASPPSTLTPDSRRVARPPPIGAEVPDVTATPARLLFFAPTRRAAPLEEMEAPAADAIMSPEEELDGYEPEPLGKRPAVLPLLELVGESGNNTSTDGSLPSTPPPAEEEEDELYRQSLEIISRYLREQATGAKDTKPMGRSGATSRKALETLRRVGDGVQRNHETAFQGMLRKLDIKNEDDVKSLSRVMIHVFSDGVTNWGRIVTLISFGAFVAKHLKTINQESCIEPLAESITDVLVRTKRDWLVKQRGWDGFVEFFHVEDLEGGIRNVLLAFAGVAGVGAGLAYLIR
CIT2 TOR yeast – yeast TOR pathway CIT2-GFP modulation; S. cerevisiae CIT2-GFP strain, flow cytometry, 3 h; 100 means same as DMSO wells; GFP response vs DMSO, % at 10 µM; 0.065% of 320,000 active;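 active = GFP response relative to DMSO above a set limit, near the screen mean plus 3 SD, cut at about 150% in these data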;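 note: ratio of well median GFP fluorescence to mean of DMSO wells on the plate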
The depositor's hits bear a star; · = not tested or not shown.

SMILES | CR mimetic SO | MEX-5 binding | GLD-1 TGE inh | VLA-4 inh | GRK2 aptamer HTS | BCLXL inh | AGP1-GFP MLPCN | MCL1-BIM inh | CIT2 TOR yeast
Cc1cc(C)cc(NC(=O)C(Sc2nnc(C)c(=O)[nH]2)c2ccccc2)c1 (centres undefined) | 72 | 0.4 | -1 | 6 | 1 | -1 | 98 | -1 | 93
CCc1nn(C(C)C(=O)NC2CCCCCC2)c(=O)c2cc3occc3n12 (centres undefined) | 125 | -0.1 | 0 | 9 | 0 | 2 | 97 | 0 | 94
C/C(=N\NC(=O)CCc1ccccc1)C1C(=O)c2ccccc2C1=O | 100 | 0.2 | -9 | 7 | 0 | 6 | 94 | 10 | 98
CC(C)N(C(=O)CSc1nnc(NC(=O)c2ccco2)s1)C(C)C | 105 | -2.9 | 0 | 2 | 0 | 7 | 109 | 5 | 109
O=C(NCc1ccc(Cl)cc1)C(=O)NCC1CCCN1S(=O)(=O)c1cccs1 (centres undefined) | 97 | 2.0 | -3 | 1 | 0 | 0 | 115 | 1 | 109
COc1ccccc1NS(=O)(=O)c1cccc(NC(=S)NCCN2CCOCC2)c1 | 73 | 0.8 | 3 | 0 | 4 | 9 | 100 | 9 | 97
CCN(CC)S(=O)(=O)c1ccc2c(c1)c(=O)c(C(=O)N1CCN(c3ccccc3)CC1)cn2C | 90 | 0.3 | 7 | 7 | 0 | 5 | 107 | 7 | 102
COc1ccc(CCNC(=O)C2CCN(S(=O)(=O)c3ccc(OC)cc3)CC2)cc1 | 97 | -1.6 | -4 | -2 | 2 | 10 | 103 | 5 | 104
O=C(Nc1ccccc1F)c1cc(S(=O)(=O)N2CCCCC2)cs1 | 101 | -0.4 | -1 | 5 | 0 | 2 | 98 | 9 | 111
CCN(CC)CCN1C(=O)c2ccccc2NC1c1cccc(F)c1 (centres undefined) | 89 | 1.6 | -2 | 9 | 0 | 4 | 95 | 8 | 98
CC1CN(C(=O)c2cccc(COc3ccccc3Cl)c2)CC(C)O1 (centres undefined) | 94 | -0.3 | -5 | 5 | 98* | 0 | 97 | 3 | 99
Cn1ncc2c(NNC(=O)C3CCCCC3)ncnc21 | 90 | -5.0 | 0 | 13 | 2 | 1 | 104 | 0 | 107
CCC1CCCCN1C(=O)c1cc2cc(Br)ccc2oc1=O (centres undefined) | 97 | 0.4 | -4 | -17 | 0 | 2 | 105 | 2 | 98
O=C(O)CC(C(=O)Nc1ccc(Cl)cc1Cl)C1CCCO1 (centres undefined) | 93 | 1.2 | 1 | -1 | 3 | 2 | 93 | 2 | 88
CCOc1ccc(-c2ccc(SCC(=O)N3CCN(c4ccccc4)CC3)nn2)cc1 | 97 | -0.6 | 3 | 19 | 1 | 1 | 98 | -3 | 107
CC1CCN(CCCCOc2ccc([N+](=O)[O-])cc2)CC1 | 105 | -3.0 | 1 | 6 | 0 | 0 | 103 | -3 | 106
Cc1ccc(-c2cc(C(=O)NC3CCCCC3)no2)cc1 | 103 | 1.8 | -7 | 6 | 2 | 1 | 96 | -3 | 100
CC1=C(C(=O)OCC(C)C)C(c2cccc(F)c2)N2C(=O)C(C)SC2=N1 (centres undefined) | 98 | 1.1 | -3 | 7 | 0 | -1 | 92 | -2 | 89
CCOc1ccccc1NC(=O)C(C)SCc1ccccc1 (centres undefined) | 106 | -0.6 | 8 | 13 | 0 | 3 | 103 | -1 | 106
O=C(CSc1nccc(=O)[nH]1)Nc1ccc(N2CCOCC2)c(Cl)c1 | 98 | -0.1 | 2 | 13 | 3 | -2 | 106 | -12 | 105
CCOC(=O)C1CCCN(c2c(Nc3cccc(C)c3)c(=O)c2=O)C1 (centres undefined) | 91 | 3.3 | 1 | 24 | 0 | 7 | 102 | 7 | 98
O=[N+]([O-])c1nn(-c2ccc3c(c2)OCCO3)n(O)c1=NC1CCN(Cc2ccccc2)CC1 | 120 | 0.0 | -6 | -7 | 0 | 2 | 89 | 5 | 111
c1ccc(Sc2ncnc3c2oc2ccccc23)nc1 | 83 | -0.5 | 1 | 2 | 1 | 8 | 90 | 10 | 95
COc1cc(C)c(CN2CCN(S(=O)(=O)c3ccc(Cl)s3)CC2)cc1OC | 106 | · | 2 | -6 | 0 | 1 | 98 | 1 | 105
O=C(c1ccccc1)N1CCN(CC(O)Cn2ccc3ccccc32)CC1 (centres undefined) | 98 | 1.1 | -1 | 0 | 1 | 1 | 104 | 2 | 107
CCOC(=O)c1sc2nc(NC(=O)C3CCCCC3)sc2c1C | 118 | 2.8 | 1 | -14 | 1 | -3 | 99 | 0 | 95
CCCc1nnc(SCC(=O)N2CCCCC2C)n1CCCOC (centres undefined) | 101 | -2.2 | 0 | 1 | 0 | 2 | 96 | 7 | 104
COc1ccc(C(C(=O)NC2CCCC2)N(C(=O)c2snc(C(N)=O)c2N)c2cc(C)ccc2OC)cc1OC (centres undefined) | 98 | -0.9 | 3 | -5 | 2 | 8 | 102 | 4 | 103
C/C(=N\OCC(=O)N/N=C/c1ccccc1O)c1cccs1 | 105 | 0.2 | -3 | 23 | 3 | -2 | 102 | 5 | 98
C=C(C)COc1ccc(-c2nc(N)ncc2-c2ccccc2OC)c(O)c1 | 96 | 1.4 | 5 | -4 | 3 | 0 | 106 | 4 | 101
Cc1ccc(NC(=O)c2ccc(=O)n(CC(=O)Nc3c(C)cc(C)cc3C)n2)cc1 | 98 | -3.5 | 3 | 0 | 1 | 7 | 103 | 6 | 110
Cc1cc(C)c2c(CC(=O)N3CCCC3)coc2c1 | 104 | -4.0 | 1 | -1 | 0 | 3 | 99 | 0 | 97
COc1cc(/C=C/C(=O)OCC(=O)NCc2ccco2)cc(OC)c1OC | 110 | 0.6 | 7 | -3 | 0 | 6 | 102 | 2 | 106
CCNC(=O)NC(=O)C(C)Sc1nc2ccccc2n1CC(C)C (centres undefined) | 100 | 0.3 | 3 | 8 | 1 | -2 | 91 | -2 | 95
CC1(C)Cc2nc3sc4c(=O)n(CC(=O)NCc5ccccc5)cnc4c3cc2CO1 | 92 | -4.6 | 0 | 9 | 0 | 3 | 106 | 1 | 96
Cc1cccc(NS(=O)(=O)c2ccccc2)n1 | 117 | -0.3 | 7 | 23 | 3 | -3 | 91 | -8 | 103
CCOCCCNC(=S)NNC(=O)CCn1nc(C)c(Br)c1C | 81 | -0.1 | -1 | -4 | 3 | 7 | 107 | 8 | 110
CC(=O)N1CCN(C(=O)CC2OC(=O)c3ccccc32)CC1 (centres undefined) | 102 | -5.9 | 15 | -11 | 1 | 16 | 112 | 9 | 121
CC(c1nnc(SCC(=O)c2c(N)n(C)c(=O)n(C)c2=O)n1-c1ccc(Cl)cc1)N(C)C (centres undefined) | 85 | 0.8 | 2 | 11 | 4 | 2 | 102 | -10 | 104
CC(=O)Oc1ccc(-c2ccc(C(=O)OCC(=O)c3c(N)n(C)c(=O)n(C)c3=O)cc2)cc1 | 108 | · | 2 | 3 | 0 | · | 95 | · | 94
C/C(=N\NC(=O)NC1CCCCC1)c1ccc(Cl)s1 | 101 | 1.7 | · | -14 | 2 | · | 92 | · | 98
O=C(Nc1nc2ccc(S(=O)(=O)N3CCCCC3)cc2s1)C1CCCO1 (centres undefined) | 105 | 0.7 | 1 | 16 | 0 | -2 | 102 | -1 | 98
COc1cccc2sc(NNC(=O)C3COc4ccccc4O3)nc12 (centres undefined) | 95 | -1.3 | 6 | -3 | 2 | 0 | 48 | 2 | 116
Cc1c(Br)c([N+](=O)[O-])nn1CC(=O)N1CCc2ccccc21 | 103 | -0.9 | 6 | -2 | 0 | 0 | 109 | -4 | 108
O=C1[C@H]2[C@@H](/C=C/c3ccccc3)N3C(=O)CN(CCO)C(=O)[C@@]3(Cc3ccccc3)[C@H]2C(=O)N1c1ccccc1 | 114 | 1.0 | -6 | 13 | 2 | -1 | 93 | -3 | 91
COc1ccc(/C(C)=N/N2C(=O)c3ccccc3NC2c2ccc(O)c(OC)c2)cc1 (centres undefined) | 89 | -2.2 | 2 | 2 | 2 | 6 | 102 | 1 | 109
CN(c1ccccc1)S(=O)(=O)c1cccc(NC(=O)C2=NNC(=O)CC2)c1 | 110 | · | 5 | 14 | 0 | · | 98 | · | 99
Cc1ccc(SC(c2ccccc2)C(Cn2cncn2)C(=O)c2ccccc2)cc1 (centres undefined) | 103 | 0.1 | 1 | 9 | 3 | 3 | 99 | 1 | 94
Cn1ncc(Cl)c1C(=O)Nc1cccnc1 | 100 | -1.6 | -4 | 2 | 1 | 5 | 104 | 9 | 111
Cc1cc(/C=C(\C#N)C(=O)O)c(C)n1CC1CCCO1 (centres undefined) | 101 | -1.2 | -4 | 11 | 0 | 4 | 97 | -2 | 86
CC(C)CC(=O)Nc1ccc(C(=O)COC(=O)C2=COCCO2)cc1 | 99 | -1.0 | -1 | -7 | 1 | -4 | 89 | 2 | 95
O=C(c1ccc(F)cc1)C1CCN(C(=O)Nc2ccccc2Cl)CC1 | 94 | -3.7 | 2 | 5 | 1 | -4 | 96 | -5 | 87
Cc1nc2cc(C(F)(F)F)ccc2n1C1CCN(C(=O)N2CCOCC2)CC1 | 87 | 0.3 | 2 | -12 | 0 | -1 | 106 | -3 | 107
Cc1ccc(C(=O)Nc2ccc3cn[nH]c3c2)cc1S(=O)(=O)N1CCCCC1 | 99 | -1.4 | 12 | 2 | 0 | 6 | 102 | 10 | 106
CCCCN(C(=O)CSc1cc(C)c2ccccc2n1)c1c(N)n(Cc2ccccc2)c(=O)[nH]c1=O | 88 | -1.4 | 8 | 15 | 5 | 7 | 97 | 6 | 100
Cn1c(CO)cnc1-c1ccccc1 | 108 | 0.3 | -1 | 11 | 1 | 1 | 97 | 0 | 97
O=S1(=O)CC2SC(=S)N(Cc3ccccc3)C2C1 (centres undefined) | 90 | -0.8 | 6 | 2 | 2 | -2 | · | -4 | ·
CN(CC(=O)O)C(=O)c1ccccc1 | 101 | · | 1 | 31 | 1 | · | 117 | · | 111
CCOC(=O)c1ccc(NC(=O)CN(C)S(=O)(=O)c2ccc(Br)s2)cc1 | 95 | -1.1 | -3 | 19 | 0 | 1 | 86 | -4 | 84
Cc1nc2ccc(CCO)cc2s1 | 97 | -6.2 | 4 | -2 | 0 | 1 | 97 | 0 | 91

Taken from above:
For CR mimetic SO, O=S1(=O)CC2SC(=S)N(Cc3ccccc3)C2C1 (centres undefined) has 90
For VLA-4 inh, COc1ccc(/C(C)=N/N2C(=O)c3ccccc3NC2c2ccc(O)c(OC)c2)cc1 (centres undefined) has 2

New compounds follow
SMILES | CR mimetic SO | MEX-5 binding | GLD-1 TGE inh | VLA-4 inh | GRK2 aptamer HTS | BCLXL inh | AGP1-GFP MLPCN | MCL1-BIM inh | CIT2 TOR yeast
O=C(NCCN1CCOCC1)[C@H](Cc1ccccc1)N1C(=O)c2ccccc2C1=O | 91 | -0.1 | 6 | 8 | 0 | 2 | 89 | 5 | 97
CCCNC(=O)c1ccccc1C(=O)NC1(C(=O)NCCC)CCCC1 | 120 | 0.0 | -1 | 11 | 0 | -4 | 99 | -4 | 96
CSc1ncnc2sc(C)c(C)c12 | 118 | 0.8 | 2 | 2 | 0 | 1 | 89 | 3 | 89
COc1ccc(CCNC(=O)c2c(O)c3ccccc3[nH]c2=O)cc1 | 103 | -1.6 | 7 | -121 | 2 | 1 | 102 | 3 | 102
Cc1cc(NC(=O)CSCC(=O)N(C)Cc2ccc(F)cc2)no1 | 106 | 1.6 | 3 | 11 | 0 | 0 | 82 | 1 | 100
